MEKK3 PB1 HTS = raises or lowers MEK5 binding to the human MEKK3 PB1 domain; actives 1.4% (n = 290,000); binding response (% of control), % at 10 µM; bead-based flow cytometry, Alexa488-MEK5 binding to MEKK3; actives lie on both sides; 0 = blocked by unlabeled MEK5, 100 = vehicle; AID 1529;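 active means binding response more than 3 SD above or below the average of its plate-row segment, actives on both sides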;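 further: Alexa488 bead fluorescence after subtracting the streptavidin-only scavenger bead signal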
Target sequence (Q99759 whole entry, looked up, the tested form may be a part): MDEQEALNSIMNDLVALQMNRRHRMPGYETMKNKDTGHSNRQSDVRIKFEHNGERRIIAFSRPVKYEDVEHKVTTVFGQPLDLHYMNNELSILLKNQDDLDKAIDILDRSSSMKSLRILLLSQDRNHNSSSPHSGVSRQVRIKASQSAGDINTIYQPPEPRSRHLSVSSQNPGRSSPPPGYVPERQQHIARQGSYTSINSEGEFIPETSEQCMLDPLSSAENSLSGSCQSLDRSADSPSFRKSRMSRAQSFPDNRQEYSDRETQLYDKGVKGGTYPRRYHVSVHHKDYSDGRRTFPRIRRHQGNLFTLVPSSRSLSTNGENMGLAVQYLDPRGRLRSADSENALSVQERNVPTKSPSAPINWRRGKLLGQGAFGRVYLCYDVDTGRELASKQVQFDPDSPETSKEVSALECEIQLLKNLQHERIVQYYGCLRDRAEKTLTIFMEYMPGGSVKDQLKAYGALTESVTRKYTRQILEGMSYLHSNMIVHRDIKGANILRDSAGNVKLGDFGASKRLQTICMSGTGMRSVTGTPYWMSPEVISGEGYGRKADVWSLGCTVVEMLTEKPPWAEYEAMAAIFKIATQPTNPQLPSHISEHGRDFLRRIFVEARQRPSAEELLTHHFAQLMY
OXTR agonist = human OXTR agonism | P30559 | CHO-OTR cells, Fluo-8 calcium fluorescence; normalized: DMSO 0%, oxytocin 100% | activation, % at 3 µM | actives 0.32% (n = 320,000) | AID 2435;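 active means activation above the mean of all tested compounds plus 3 SD, cutoff set per screening run, cut at about 20% in these data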;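 further: peak over basal fluorescence ratio from a 100 s FLIPR kinetic read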
NALP1 yeast inh = NALP1 inhibition. S. cerevisiae NALP1/ASC/caspase-1 growth, X-gal OD620, 72 h. inhibition, % at 10 µM. actives 0.61% (n = 280,000); in the data active means inhibition mostly above about 24%, no sharp cut-off; inactive means mostly below about 32%; further: some compounds called inactive have numbers as strong as hits
GPR7 antagonist = blocks human GPR7 receptor signaling | actives 1.1% (n = 290,000) | AID 1861 | GPR7-expressing cells, fluorescence antagonist assay | inhibition, % at 4.4 µM | P48145; in the data active means inhibition above about 16%, passing the limit was not always enough;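 further: cells stimulated with the agonist NPW; 0% = agonist with vehicle and 100% = vehicle without agonist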
DNA FID counter = counter-screen for HCV NS3 helicase inhibitors: DNA intercalator displacement | AID 1845 | DNA fluorescent intercalator displacement, fluorescence | actives 0.17% (n = 290,000) | inhibition, % at 7.9 µM; in the data active means inhibition above about 37%;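 further: 0% = vehicle and 100% = reference compound; higher means more ethidium bromide displaced from hairpin DNA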
PHOSPHO1 block = inhibitors of human PHOSPHO1 phosphatase. inhibition, % at 13.3 µM. recombinant PHOSPHO1, absorbance phosphatase assay. AID 1565. actives 1.1% (n = 290,000). Q8TCT1; in the data active means inhibition above about 60%
M18AAP inhibitor = PfM18AAP enzyme inhibition; recombinant PfM18AAP, H-Glu-NHMec fluorogenic cleavage; inhibition, % at 7.35 µM; actives 1.2% (n = 290,000);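 active means inhibition above the campaign mean inhibition over all tested compounds plus 3 SD, cut at about 28% in these data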;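 further: 0% = plate median of test compound wells and 100% = 2 mM ZnCl2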
MEKK2wt PB1 HTS = raises or lowers MEK5 binding to wildtype human MEKK2 PB1 domain | bead flow cytometry, Alexa488-MEK5 binding to MEKK2 WT; actives lie on both sides | actives 1.1% (n = 290,000) | binding response (% of control), % at 10 µM | AID 1531; in the data active means binding response below about 67% or above about 130%
MEKK2 mut-MEK5 = signal of MEK5 binding to mutant human MEKK2 PB1 domain; bead flow cytometry, Alexa488-MEK5 binding to MEKK2 mutant; percent response, % at 10 µM; actives 0.35% (n = 290,000); in the data active means percent response above about 24%, passing the limit was not always enough; further: inactives centre near 1; some results filed as inactive read as strong as hits; reference of the scale not given here
The depositor's hits bear a star; / = no result given.

SMILES	MEKK3 PB1 HTS	OXTR agonist	NALP1 yeast inh	GPR7 antagonist	DNA FID counter	PHOSPHO1 block	M18AAP inhibitor	MEKK2wt PB1 HTS	MEKK2 mut-MEK5
CC(=O)NC1C(=O)SC1(C)C (stereo not given)	100.0	-0.9	-29.1	26.0	5.7	20.7	4.9	98.0	1.0
NC(=O)NC(c1ccccc1)c1ccccc1	106.0	0.3	23.4	-2.9	-2.4	6.7	-1.8	102.0	2.0
COc1cccc(NC(=O)COC(=O)c2cccnc2)c1	103.0	1.5	18.7	-6.9	-3.0	-65.0	1.1	104.0	0.0
COc1ccc(-c2cc(C(F)(F)F)nc(N3CCN(Cc4ccccc4)CC3)n2)cc1OC	115.0	-0.5	7.0	-9.6	-3.1	44.7	3.4	123.0	5.0
Cc1sc2ncn(CC(=O)NCc3ccccc3)c(=O)c2c1C	115.0	0.1	/	-13.6	1.2	14.9	-6.8	102.0	3.0
O=C(C1=C[C@@H](c2coc3ccccc3c2=O)C[C@@H](OCc2ccc(CO)cc2)O1)N1CCCCCCC1	103.0	1.1	4.3	-14.5	-35.7	27.7	0.6	101.0	0.0
CCOC(=O)CNC(=O)N1CCCC(C(=O)c2ccccc2SC)C1 (stereo not given)	110.0	-0.9	-7.9	1.1	-11.7	30.4	-5.5	104.0	-3.0
COC(=O)c1cc(Br)cn1S(=O)(=O)c1ccccc1	106.0	-1.2	2.5	-9.3	-9.1	27.0	8.3	107.0	8.0
O=C(c1ccc(OC2CCN(C/C=C/c3ccccc3)CC2)cc1)N1CCCC1	96.0	0.2	25.1	14.6	14.6	22.6	4.8	109.0	1.0
CCOP(=O)(OCC)C(Nc1ccccn1)c1ccc(F)cc1 (stereo not given)	99.0	-0.5	20.3	-3.9	2.0	-58.2	14.6	117.0	14.0
CCC1Oc2ccc(C)cc2N(CC(=O)NCc2ccco2)C1=O (stereo not given)	84.0	-1.8	-0.5	7.0	-9.0	38.7	5.2	85.0	-7.0
COc1ccc(S(=O)(=O)N2CCCCC2C(=O)O)cc1 (stereo not given)	90.0	-0.4	37.9	-0.8	1.2	6.3	-0.8	95.0	2.0
Cc1cc(N2CCOCC2)nc(SCC(=O)c2ccccc2)n1	77.0	2.0	7.0	1.4	-15.1	18.2	-15.5	80.0	-10.0
CC(=O)Nc1ccccc1C(=O)N1CCN(c2cccc(C)c2C)CC1	92.0	-0.9	2.9	3.3	-11.0	11.7	2.2	92.0	-12.0
COc1cc(OC)cc(C(=O)NCC(=O)N2CCC(C)CC2)c1	111.0	-0.3	14.4	-11.9	-13.9	11.1	4.3	105.0	4.0
COc1ccc(-n2cc(C(=O)O)c(=O)cc2C)cc1	97.0	0.4	-11.0	-3.8	10.8	16.5	5.0	86.0	-11.0
Cc1cccc(-[n+]2c(C)cc(C)c3c(=O)[nH]c(=O)[nH]c32)c1	100.0	-0.6	26.8	-4.0	-5.3	-4.5	0.2	96.0	19.0
COc1ccc(N2CCN(C(=O)c3ccccc3F)CC2)c([N+](=O)[O-])c1	86.0	2.8	/	1.7	-22.9	-0.8	-4.6	80.0	-29.0
C=CCn1c(SCC(=O)Nc2cc(C)cc(C)c2)nnc1-c1cnccn1	101.0	-1.4	9.0	-11.8	-15.1	34.6	10.4	102.0	1.0
COc1ccc(/C=C/C(=O)NCCCN2CCCCCC2)cc1	105.0	1.3	-1.2	-4.5	-2.6	20.3	6.3	155.0*	28.0*
Cc1cc(NC(=O)c2c([N+](=O)[O-])c(C)nn2C)no1	100.0	0.4	-2.1	-7.5	-1.4	46.0	-3.2	97.0	-3.0
N#C/C(=C\c1ccc(OC(=O)c2cccs2)cc1)c1nc2ccccc2[nH]1	79.0	0.7	21.4	9.8	-1.5	-11.7	7.9	80.0	-3.0
CC1CCCC(C)N1C(=O)CCN1C(=O)C2C3C=CC(C3)C2C1=O (stereo not given)	102.0	0.1	5.9	-9.4	-8.6	19.9	-2.6	107.0	10.0
CN(CC1CCCO1)S(=O)(=O)c1ccc(C(=O)NCc2ccccc2)cc1 (stereo not given)	100.0	0.6	18.1	-5.6	-15.6	-3.9	-3.6	100.0	3.0
CCOC(=O)C(C(=O)OCC)C(Nc1ccc(Br)cc1)c1ccccc1 (stereo not given)	103.0	-0.8	17.2	-9.5	-0.1	-32.6	3.1	98.0	0.0
Nc1nc(-c2ccccc2)[nH]c(=O)c1N	92.0	0.8	20.7	5.3	-1.3	-8.2	-8.8	89.0	-4.0
COc1ccc(-c2c(NC(=O)c3ccco3)oc3ccccc3c2=O)cc1OC	100.0	0.7	-1.5	-4.8	-20.6	28.6	7.5	99.0	3.0

Laid out differently: results already given.
| SMILES | MEKK3 PB1 HTS | OXTR agonist | NALP1 yeast inh | GPR7 antagonist | DNA FID counter | PHOSPHO1 block | M18AAP inhibitor | MEKK2wt PB1 HTS | MEKK2 mut-MEK5 |
| --- | --- | --- | --- | --- | --- | --- | --- | --- | --- |
| COc1ccc(S(=O)(=O)N2CCCCC2C(=O)O)cc1 (stereo not given) | 90.0 | -0.4 | 37.9 | -0.8 | 1.2 | 6.3 | -0.8 | 95.0 | 2.0 |
| Cc1cc(N2CCOCC2)nc(SCC(=O)c2ccccc2)n1 | 77.0 | 2.0 | 7.0 | 1.4 | -15.1 | 18.2 | -15.5 | 80.0 | -10.0 |
| CC(=O)Nc1ccccc1C(=O)N1CCN(c2cccc(C)c2C)CC1 | 92.0 | -0.9 | 2.9 | 3.3 | -11.0 | 11.7 | 2.2 | 92.0 | -12.0 |
| COc1cc(OC)cc(C(=O)NCC(=O)N2CCC(C)CC2)c1 | 111.0 | -0.3 | 14.4 | -11.9 | -13.9 | 11.1 | 4.3 | 105.0 | 4.0 |
| COc1ccc(-n2cc(C(=O)O)c(=O)cc2C)cc1 | 97.0 | 0.4 | -11.0 | -3.8 | 10.8 | 16.5 | 5.0 | 86.0 | -11.0 |
| Cc1cccc(-[n+]2c(C)cc(C)c3c(=O)[nH]c(=O)[nH]c32)c1 | 100.0 | -0.6 | 26.8 | -4.0 | -5.3 | -4.5 | 0.2 | 96.0 | 19.0 |
| COc1ccc(N2CCN(C(=O)c3ccccc3F)CC2)c([N+](=O)[O-])c1 | 86.0 | 2.8 | / | 1.7 | -22.9 | -0.8 | -4.6 | 80.0 | -29.0 |
| C=CCn1c(SCC(=O)Nc2cc(C)cc(C)c2)nnc1-c1cnccn1 | 101.0 | -1.4 | 9.0 | -11.8 | -15.1 | 34.6 | 10.4 | 102.0 | 1.0 |
| COc1ccc(/C=C/C(=O)NCCCN2CCCCCC2)cc1 | 105.0 | 1.3 | -1.2 | -4.5 | -2.6 | 20.3 | 6.3 | 155.0* | 28.0* |
| Cc1cc(NC(=O)c2c([N+](=O)[O-])c(C)nn2C)no1 | 100.0 | 0.4 | -2.1 | -7.5 | -1.4 | 46.0 | -3.2 | 97.0 | -3.0 |
| N#C/C(=C\c1ccc(OC(=O)c2cccs2)cc1)c1nc2ccccc2[nH]1 | 79.0 | 0.7 | 21.4 | 9.8 | -1.5 | -11.7 | 7.9 | 80.0 | -3.0 |
| CC1CCCC(C)N1C(=O)CCN1C(=O)C2C3C=CC(C3)C2C1=O (stereo not given) | 102.0 | 0.1 | 5.9 | -9.4 | -8.6 | 19.9 | -2.6 | 107.0 | 10.0 |
| CN(CC1CCCO1)S(=O)(=O)c1ccc(C(=O)NCc2ccccc2)cc1 (stereo not given) | 100.0 | 0.6 | 18.1 | -5.6 | -15.6 | -3.9 | -3.6 | 100.0 | 3.0 |
| CCOC(=O)C(C(=O)OCC)C(Nc1ccc(Br)cc1)c1ccccc1 (stereo not given) | 103.0 | -0.8 | 17.2 | -9.5 | -0.1 | -32.6 | 3.1 | 98.0 | 0.0 |
| Nc1nc(-c2ccccc2)[nH]c(=O)c1N | 92.0 | 0.8 | 20.7 | 5.3 | -1.3 | -8.2 | -8.8 | 89.0 | -4.0 |

Some of these compounds in order of molar mass, falling.
SMILES	MEKK3 PB1 HTS	OXTR agonist	NALP1 yeast inh	GPR7 antagonist	DNA FID counter	PHOSPHO1 block	M18AAP inhibitor	MEKK2wt PB1 HTS	MEKK2 mut-MEK5
C=CCn1c(SCC(=O)Nc2cc(C)cc(C)c2)nnc1-c1cnccn1	101.0	-1.4	9.0	-11.8	-15.1	34.6	10.4	102.0	1.0
Cc1cc(N2CCOCC2)nc(SCC(=O)c2ccccc2)n1	77.0	2.0	7.0	1.4	-15.1	18.2	-15.5	80.0	-10.0
Nc1nc(-c2ccccc2)[nH]c(=O)c1N	92.0	0.8	20.7	5.3	-1.3	-8.2	-8.8	89.0	-4.0

Screens as filed in PubChem.

Not a hit list, and some 6.2% of all compounds hit somewhere here.
